Assay outcomes (PubChem BioAssay)
USP1 inh = inhibitors of human USP1/UAF1 deubiquitinase. actives 0.23% (n = 390,000). O94782. AID 743255. Potency, µM (titrated, usually from 57.1 µM), for inactives: top-dose activity change, negative = inhibition, hits mostly inhibitors. recombinant USP1/UAF1, Ub-Rhodamine cleavage fluorescence; note: potency is the fitted concentration of half-maximal effect; % is set by controls: 0 for no effect and ±100 for the full control effect; nearly all actives have a fitted effect of over 60% in size; inactives centre near -12
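Step one: compound is pinned into 1nM USP1/UAF1 in HEPES pH 7.8 buffer with TCEP. Step two: 15 min room-temperature incubation. Step three: Ub-Rho (150nM final) starts cleavage, tracked by fluorescence over six one-minute reads.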
RXFP1 ag = activates the human relaxin receptor RXFP1 | Q9HBX9 | HEK293T-RXFP1 cAMP TR-FRET, 30 min; response scale: percent of porcine relaxin response, buffer zero | Potency, µM (top dose mostly 57.5 µM), for the others: top-dose activation, most hits filed as activators | actives 0.3% (n = 370,000); note: potency is the fitted concentration of half-maximal effect; % is set by controls: 0 for no effect and ±100 for the full control effect; nearly all actives have a fitted effect of over 60% in size; many of its hits are not listed in these tables
Target sequence (Q9HBX9 whole entry, looked up): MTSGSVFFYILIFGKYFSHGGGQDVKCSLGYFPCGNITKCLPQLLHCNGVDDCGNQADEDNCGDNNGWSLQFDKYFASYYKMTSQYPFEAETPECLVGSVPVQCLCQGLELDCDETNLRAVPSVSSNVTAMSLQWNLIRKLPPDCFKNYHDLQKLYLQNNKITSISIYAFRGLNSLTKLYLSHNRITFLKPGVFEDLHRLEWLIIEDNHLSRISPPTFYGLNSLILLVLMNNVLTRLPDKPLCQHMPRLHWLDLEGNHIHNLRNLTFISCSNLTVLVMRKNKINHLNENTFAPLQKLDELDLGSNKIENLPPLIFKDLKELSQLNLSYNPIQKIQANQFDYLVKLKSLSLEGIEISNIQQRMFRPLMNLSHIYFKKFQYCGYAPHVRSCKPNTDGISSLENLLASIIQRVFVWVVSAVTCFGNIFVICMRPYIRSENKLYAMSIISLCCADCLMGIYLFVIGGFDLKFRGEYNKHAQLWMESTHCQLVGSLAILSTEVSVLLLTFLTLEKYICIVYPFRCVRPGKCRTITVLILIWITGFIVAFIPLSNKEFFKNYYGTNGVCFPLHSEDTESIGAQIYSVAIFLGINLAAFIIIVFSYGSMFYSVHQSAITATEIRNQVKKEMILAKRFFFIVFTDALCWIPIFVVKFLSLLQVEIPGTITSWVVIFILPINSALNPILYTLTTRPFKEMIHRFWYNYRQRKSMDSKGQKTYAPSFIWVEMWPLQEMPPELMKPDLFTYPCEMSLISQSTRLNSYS
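HEK293 cells stably expressing RXFP1, treated 30 min at 37C with compounds plus PDE4 inhibitor Ro 20174; cAMP measured by HTRF TR-FRET. Normalized to buffer and 29 nM porcine relaxin; EC50 by Hill fit.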
PI4K2A block = inhibitors of human PI4K2A | purified PI4K2A, ADP-Glo luminescence, 1 h; hits give low values | actives 0.13% (n = 420,000) | Q9BTU6 | activity change, negative = inhibition, % at 76.9 µM | AID 1346378; in the data active = activity change below about -50%; inconclusive = mostly about -30% to -49%;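 note: -100% = wells without enzyme as full effect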
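ADP-Glo luminescence measured ADP generated by PI4K2A enzyme (4 ug/mL before mixing) with 1.2 mM PI substrate (pre-mix) and 300 microM ATP (pre-mix). Tris pH7.5 buffer with MgCl2, Triton X-100; 1 h reaction at ambient temperature.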
Vif-A3F inh = blocks the Vif interaction with APOBEC3F | HeLa A3F-eYFP + Vif (tagged APOBEC3F with the HIV-1 protein that degrades it), YFP fluorescence increase | Potency, µM (titrated, usually from 46.1 µM), without a hit: top-dose activity, negative = active | actives 0.2% (n = 390,000); note: potency is the fitted concentration of half-maximal effect; % of control where 0% means no effect; nearly all actives have a fitted effect of over 65% in size
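HeLa cells stably expressing Vif plus C-terminally eYFP-tagged A3F were seeded, incubated overnight at 37 deg C, dosed with compound, incubated overnight again at 37 deg C. Yellow fluorescence (Ex 488/Em 500-530) reported blocked Vif-mediated A3F-eYFP degradation.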
IDH1 R132H inh = inhibitors of human mutant IDH1 R132H. actives 0.093% (n = 390,000). Potency, µM (top dose mostly 76.6 µM), for inactives: at the highest dose activity change, negative = inhibition, usual class: inhibitors. O75874. IDH1-R132H enzyme, NADPH consumption, diaphorase/resazurin fluorescence; note: potency is the fitted concentration of half-maximal effect; % is set by controls: 0 for no effect and ±100 for the full control effect; nearly all actives have a fitted effect of over 65% in size
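IDH1-R132H (0.5 ug/mL dispensed) in pH 7.5 Tris buffer was preincubated 30 min with compound, then given a substrate mix of 0.016 mM NADPH and 2 mM alpha-KG for 80 min at room temperature; remaining NADPH was read by diaphorase/resazurin fluorescence.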
Vif-A3G inh = blocks the Vif interaction with human APOBEC3G; Q9HC16; HeLa A3G-eYFP + Vif (tagged APOBEC3G with the HIV-1 protein that degrades it), YFP fluorescence, overnight; Potency, µM (doses to about 46.1 µM), without a hit: at the highest dose activity, negative = active, usual class: inhibitors; actives 0.076% (n = 410,000); AID 602310;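 note: potency is the fitted concentration of half-maximal effect; % is set by controls: 0 for no effect and ±100 for the full control effect; nearly all actives have a fitted effect of over 60% in size; hits raise eYFP signal because A3G escapes Vif-driven loss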
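Read-out is eYFP fluorescence (Ex 488/Em 500-530) from Vif-expressing HeLa A3G-eYFP cells; more signal means A3G escaped Vif-mediated degradation. Cells plated overnight, compound pinned in, incubated overnight at 37 deg C.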
TrxR1 substrate = is turned over as a substrate by rat TrxR1; O89049; actives 0.01% (n = 390,000); Potency, µM (titrated, usually from 114 µM), without a hit: top-dose activity change, negative = substrate turnover; purified TrxR1 substrate turnover, NADPH consumption readout; note: potency is the fitted concentration of half-maximal effect; % is set by controls: 0 for no effect and ±100 for the full control effect; nearly all actives have a fitted effect of over 50% in size
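Rat TrxR1, dispensed at 90 nM, was prereduced with 400 uM NADPH (final) for 5 min at ~22 deg C, then incubated with compound 15 min before 400 uM selenite. A first-read NADPH fluorescence drop versus no-compound background flagged substrates.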
GRP78 ERSR act = inducers of ER stress response in human glioma cells; Potency, µM, inactives show at the top dose activation, usual class: activators; actives 0.02% (n = 420,000); AID 602332; U87-MG GRP78 promoter luciferase reporter, 16 h; note: potency is the fitted concentration of half-maximal effect; series mostly up to about 76 µM; % of control where 0% means no effect; nearly all actives have a fitted effect of over 35% in size
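ERSR induction read as luciferase luminescence (Bright-Glo, 10 min at room temperature) in stably transfected human U87-MG glioma cells exposed to compounds for 16 h, using GRP78 as sensor.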
LDHA inh = LDHA (human) enzyme inhibition. P00338. activity change, % (values are at about 110 or 230 µM). actives 0.15% (n = 480,000). purified LDHA, NADH/diaphorase-resazurin fluorescence; hits give low values. AID 1347041; in the data active = activity change below about -30%; inconclusive = mostly about -25% to -30%;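 note: plate controls were DMSO wells for no effect and wells without enzyme for full effect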
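Remaining NADH was detected by diaphorase (0.133 mg/mL) converting 37 µM resazurin to fluorescent resorufin, read at 0 and 20 minutes. The preceding 5-minute room-temperature reaction used 2 nM LDHA, 0.2 mM sodium pyruvate and 0.06 mM NADH at pH 7.4.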
Starred values were filed as active, the others as inactive; ? = inconclusive; . = no result given; & = joins results of further samples; [ ] = remark or other dose. Unless noted, calls come from the whole dose curve; as a rule, active = well fitted curve in the direction sought with a large enough effect; inconclusive = small, poorly fitted or top-dose-only effect, or another doubt; inactive = no such curve, though single readings can be large; an effect the other way counts as inactive or inconclusive. The list is partial; the hit share may differ from the screen's.

Below each compound – USP1 inh	RXFP1 ag	PI4K2A block	Vif-A3F inh	IDH1 R132H inh	Vif-A3G inh	TrxR1 substrate	GRP78 ERSR act	LDHA inh
O=C(NC1CCCC1)C(c1ccncc1)N(C(=O)c1ccco1)c1ccc(Cl)cc1 (stereo not drawn)
    -6%	-3.8%	-2	-31%	-15%	-1%	4%[57.1 µM]	-1%	-12
CC(=O)c1cccc(NS(=O)(=O)N(C)C)c1
    -4%	-0.9%	4	0%	1%	0%	1%[57.1 µM]	-6%	-1
O=S1(=O)CC(N2CCC(Cc3ccccc3)CC2)CN1C1CCCCC1 (stereo not drawn)
    .	.	2	.	.	-6%	.	-3%	2
O=C1OC(c2ccccc2)(c2cc(Br)ccc2O)c2ccccc21 (stereo not drawn)
    -14%	.	-5	7%	?	-7%	5%	-15%	-4
CCCOc1ccc(C2C(C(=O)c3ccco3)=C(O)C(=O)N2CCCn2ccnc2)cc1 (stereo not drawn)
    0%	8.7%	2	-14%	13%	1%	-5%	3%	-1
COc1ccc(-c2cc(-c3ccccc3)nc3c2COc2ccc(Cl)cc2-3)cc1
    -27%	0.8%	-5	-9%	-7%	1%	9%[11.4 µM]	-2%	-4
COc1ccccc1NC(=O)/C(C#N)=C/C=C/c1ccco1
    -16%	0.3%	?	?	6%	?	-4%	-4%	19
Cc1ccc2nc(-c3cc(N)cc(N)c3)oc2c1
    -22%	0.4%	-1	5%	-1%	-15%	16%[57.1 µM]	1%	-2
CCN(CC(=O)NCc1cccs1)C(=O)c1ccc(S(=O)(=O)Nc2cccc(C)c2C)cc1
    -12%	1.6%	-3	-1%	0%	1%	-13%	-3%	-4
Cn1nccc1C(=O)Nc1ccc(Cl)cc1
    -4%	-1.1%	1	1%	2%	0%	-6%	2%	0
Cc1ccc(C)c(S(=O)(=O)NC2CCS(=O)(=O)C2)c1 (stereo not drawn)
    -16%	-0.1%	1	3%	2%	1%	6%	-4%	-4
CCOC(=O)C1(Cc2ccc(OC)cc2)CCN(C(=O)c2cc3ccccc3[nH]2)CC1
    -27%	1.6%	0	?	3%	12%	8%	-3%	2
NS(=O)(=O)c1ccc(CNC(=O)c2ccccc2SCC(=O)N2CCCC2)cc1
    -1%	0.4%	-3	-35%	-6%	2%	-3%	-4%	-1
COc1cc(NC(=O)CN2CCN(Cc3ccc4c(c3)OCO4)CC2)cc(OC)c1
    -12%	0.5%	5	4%	6%	-5%	-4%	-6%	-14
COc1cccc(/C(O)=C2/C(=O)C(=O)N(Cc3cccnc3)C2c2ccco2)c1 (stereo not drawn)
    -2%	3.2%	1	7%	-2%	5%	-19%	-4%	8
CCOC(=O)C1(C)CCN1C(=O)c1cccc(OC)c1 (stereo not drawn)
    .	.	1	.	.	0%	.	2%	-6
Cc1nnc(NC(=O)C(c2ccccc2)c2ccccc2)s1
    -22%	-1.5%	3	3%	4%	-5%	4%	0%	-6
Cc1ccc(C)c(N2CCN(C(=O)c3cc4cc5ccc(C)cc5nc4o3)CC2)c1
    -26%	0.6%	-1	6%	1%	0%	-4%	-2%	-3
Cn1c(=O)c2[nH]c(N3CCCCC3)nc2n(C)c1=O
    -13%	-1.7%	-14	12%	3%	-124%	-2%	-4%	-7
O=S(=O)(NCCc1csc2nc(-c3ccc(F)cc3)nn12)c1ccc(Oc2ccccc2)cc1
    -8%	-2.1%	1	1%	3%	3%	4%[57.1 µM]	-5%	-1

Arranged by the number under LDHA inh (largest number first): some entries from above
canonical_smiles	LDHA inh
COc1cccc(/C(O)=C2/C(=O)C(=O)N(Cc3cccnc3)C2c2ccco2)c1 (stereo not drawn)	8
CCCOc1ccc(C2C(C(=O)c3ccco3)=C(O)C(=O)N2CCCn2ccnc2)cc1 (stereo not drawn)	-1
CCN(CC(=O)NCc1cccs1)C(=O)c1ccc(S(=O)(=O)Nc2cccc(C)c2C)cc1	-4

Additional records.
Below each compound – USP1 inh	RXFP1 ag	PI4K2A block	Vif-A3F inh	IDH1 R132H inh	Vif-A3G inh	TrxR1 substrate	GRP78 ERSR act	LDHA inh
CC1=CC(=C(C#N)C#N)C=C(C)N1CCN1CCN(C(=O)Nc2cccc(Cl)c2)CC1
    -24%	20%	-1	2%	-1%	0%	9%	-2%	0
COc1ccc(-c2c(C)nn(-c3ccccc3)c2N)cc1
    -20%	-1.1%	9	-2%	1%	-1%	2%[57.1 µM]	10%	0
O=C(O)COc1cccc2nsnc12
    3%	-0.7%	3	-3%	0%	3%	-1%[57.1 µM]	-7%	0
OC(c1ccccc1)C(Nc1ccccn1)c1ccccc1 (stereo not drawn)
    -6%	.	-1	-1%	2%	1%	-3%	-3%	-8
COC(=O)c1ccc2c(=O)n(CC3CCCO3)c(=S)[nH]c2c1 (stereo not drawn)
    -19%	-1.3%	-1	-7%	-1%	1%	0%	0%	1
COC(=O)c1sc2ccccc2c1S(=O)(=O)N1CCN(c2ccc(C(C)=O)cc2)CC1
    -13%	?	0	-1%	-13%	-5%	1%[57.1 µM]	1%	1
Cc1cc(C)c(Cn2ncn(-c3ccc(Br)cc3)c2=O)c(C)c1
    -17%	0.0%	12	-1%	7%	-8%	7%[57.1 µM]	0%	-6
Cc1cccc(NC(=O)C(Cc2ccccc2)NS(=O)(=O)c2ccc3c(c2)c(=O)n(C)c(=O)n3C)c1 (stereo not drawn)
    -23%	1.4%	-4	0%	-2%	-1%	9%	-1%	2
Cn1c(=O)c2c(-c3ccc(C(C)(C)C)cc3)n(N3CCOCC3)cc2n(C)c1=O
    6%	-2.4%	-6	5%	-10%	1%	26%[57.1 µM]	-6%	-6
O=[N+]([O-])C(=C1SCCS1)C(=C(Cl)Cl)N1CCCCC1
    -15%	1.1%	6	2%	15%	0%	0%[57.1 µM]	-4%	-3
O=C(C=Cc1cccc(O)c1)c1ccccc1O
    -22%	.	2	-6%	9%	-23%	-3%	-5%	1
O=C(CC1Sc2ccccc2NC1=O)NNc1cc(Cl)ccc1Cl (stereo not drawn)
    -14%	.	10	-9%	-8%	-5%	7%	-3%	-10
O=C(c1ccccc1)N1CCN(C(=O)N2CCOCC2)CC1
    -15%	0.1%	-2	1%	1%	0%	-1%	0%	-1
N#Cc1ccc(OCc2nnc(-c3ccc([N+](=O)[O-])cc3)o2)cc1
    -10%	-0.7%	-4	0%	-5%	-4%	0%	0%	-1
O=C(COc1ccccc1[N+](=O)[O-])c1ccccc1
    1%	0.1%	-10	6%	0%	-18%	6%[57.1 µM]	1%	7
Cc1cccc(OCC(=O)Nc2ccccc2C(=O)N2CCOCC2)c1
    -6%	-0.1%	0	-7%	3%	-2%	-11%	2%	-2
CC(CN1C(C)CCCC1C)OC(=O)c1ccccc1Cl (stereo not drawn)
    -7%	-1.2%	16	-5%	-13%	1%	-3%	0%	-8
CCCCOP(=O)(c1ccc(N(C)C)cc1)C(O)c1ccncc1 (stereo not drawn)
    -8%	-0.8%	3	-1%	3%	1%	0%	-7%	-5
Cc1nn(CC(=O)N2CCOCC2)c(=O)c2nn(-c3ccccc3)c(C)c12
    -19%	-0.3%	0	-9%	-1%	1%	7%	-1%	-6
COc1cc(OC)cc(-n2nnc(-c3nc(-c4ccccc4Cl)no3)c2N)c1
    ?	-0.3%	4	-4%	0%	-2%	-1%	-1%	-9
COc1cccc(NC(=O)CNC(C)CCC(C)C)c1 (stereo not drawn)
    7%	-0.8%	-2	-8%	8%	1%	-5%	4%	-3
CN(C(=O)c1cccc(NC(=O)Cc2cccc([N+](=O)[O-])c2)c1)C1CC1
    -23%	.	-1	0%	7%	4%	0%	-4%	-1
Cc1ccc(S(=O)(=O)NNC(=O)C(=O)NNS(=O)(=O)c2ccc(C)cc2)cc1
    -12%	0.9%	-3	2%	6%	-2%	3%	-4%	3
CCNC(=O)NC(=O)CSc1cccc(C(F)(F)F)c1
    -12%	-0.2%	-3	1%	2%	-7%	6%	-4%	-4
COc1ccc(C(C(=O)NC2CCCC2)N(Cc2ccco2)C(=O)c2snc(C(N)=O)c2N)cc1OC (stereo not drawn)
    -25%	-0.2%	3	-9%	-12%	-1%	5%	-4%	-3
CSc1ccc(Cn2c(C)c(C(=O)NCc3ccc4c(c3)OCO4)sc2=O)cc1
    .	.	-5	.	.	-1%	.	1%	-11
CCn1c(=O)c2cc(C(=O)NCc3cccs3)sc2c2ccccc21
    -3%	4.9%	0	-12%	-1%	-2%	9%[57.1 µM]	-3%	0
Cc1onc(-c2c(Cl)cccc2Cl)c1C(=O)NC1C(=O)N2C1SC(C)(C)C2C(=O)O (stereo not drawn)
    -13%	1.4%	1	8%	0%	3%	-6%[57.1 µM]	-5%&-1%	1
Cc1ccc(NC(=O)CN(C)C(=O)COC(=O)CCS(=O)(=O)c2ccc(C)cc2)cc1
    -19%	3.1%	-1	-8%	4%	1%	4%	-1%	-3
CCOc1ccc(Sc2cc(C(=O)NCCc3ccc(OC)c(OC)c3)c3ccccc3n2)cc1
    -8%	4.6%	0	1%	-6%	-2%	7%[57.1 µM]	-6%	-6
